Screening data (PubChem BioAssay)
HSF1 inh: HSF1 inhibitors in luciferase reporter cells, primary screen, cell-based, NIH3T3, luminescence. NIH3T3-HGL HSE-luciferase, MG132-induced, luminescence 8 h; stronger effect = lower value. activity change, negative = inhibition, % at 7.5 µM (by protocol). 0.77% of 300,000 active. AID 2098, 2009;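 active = more than half of replicate wells show activity change below -50%, luminescence cut by over half; inconclusive = some wells, but at most half, below -50%; inactive = no replicate well below -50%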;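 also: luciferase reports HSF-1 transcriptional activity via heat shock element; 0% = median of DMSO wells and -100% = zero luminescence signal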
GSK3beta inhib: human GSK3beta kinase inhibitors, primary screen, biochemical, cell-free homogeneous, HTS; GST-GSK3beta kinase, ADP-Glo luminescence, 60 min; stronger effect = lower value; activity score (negative = inhibition), % at 10 µM; 0.038% of 300,000 active;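 active = more than half of replicate wells score below -50%, meaning over 50% inhibition versus plate controls; inconclusive = some replicates but at most half score below -50%; inactive = no replicate scores below -50%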;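 also: 0% = median DMSO wells and -100% = median GW8510 positive control wells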
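Test system – GST-tagged human GSK3beta kinase, cell-free · Incubation – 60 min enzyme reaction, room temperature · Signal – ADP-Glo luminescence · Also added – peptide substrate and ATP at 25 µM · Controls – DMSO neutral wells and GW8510 at 20 µM as positive · Buffer or medium – Tris/MgCl2 kinase buffer · Measure – Luminescence-derived activity versus plate DMSO and GW8510 wells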
HDAC3 inh: HDAC3 deacetylase inhibitors, primary screen, biochemical, fluorescence, cell-free homogeneous; Histone deacetylase 3 (Homo sapiens), O15379; recombinant HDAC3, fluorogenic peptide/trypsin coupled; inhibition, % at 8.3 µM; 0.15% of 320,000 active; AID 2718, 2010; in the data active = inhibition above about 26%, passing the limit was not always enough; inconclusive = no clear call, values can overlap the other calls
Target sequence (O15379 whole entry, looked up): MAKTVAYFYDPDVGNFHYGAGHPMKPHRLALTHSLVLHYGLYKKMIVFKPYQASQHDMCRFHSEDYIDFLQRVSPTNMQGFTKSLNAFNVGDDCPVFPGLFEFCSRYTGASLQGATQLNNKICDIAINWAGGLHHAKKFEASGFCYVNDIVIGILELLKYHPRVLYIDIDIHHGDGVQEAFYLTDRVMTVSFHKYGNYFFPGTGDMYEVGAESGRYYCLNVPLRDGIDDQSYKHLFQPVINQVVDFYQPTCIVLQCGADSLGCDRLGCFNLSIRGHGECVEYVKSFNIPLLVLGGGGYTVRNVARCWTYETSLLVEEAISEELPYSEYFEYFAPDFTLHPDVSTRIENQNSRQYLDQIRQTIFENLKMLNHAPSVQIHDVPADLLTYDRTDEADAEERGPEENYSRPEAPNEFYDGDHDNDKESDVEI
DYRK1A inh: rat Dyrk1A kinase inhibitors, primary screen, biochemical, single point, plate reader | Dual specificity tyrosine-phosphorylation-regulated kinase 1A (Rattus norvegicus), Q63470 | ADP-Glo luminescence, NFATc1 peptide | inhibition, % at 12.5 µM | 0.43% of 310,000 active; in the data active = inhibition above about 50%;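 also: plate controls were vehicle with enzyme for no effect and no enzyme for full effect; many of its hits are not listed in these tables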
AI-2 QS mod: Vibrio harveyi AI-2 quorum sensing modulators, primary screen, JMH597 strain, luminescence/OD600 ratio; Vibrio harveyi JMH597 AI-2 luminescence/OD600 ratio, 9 h; stronger effect = lower value; strain lacks LuxN and CqsS sensors; 0 = neutral-control median; AID 2094, 2009; 0.4% of 300,000 active; activity change, % at 7.5 µM; in the data active = activity change below about -75%, passing the limit was not always enough; inconclusive = no clear call, values can overlap the other calls;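 also: luminescence divided by OD600 gain over 9 h not by final OD600 alone; inactives centre near 13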
HSF-1 act: HSF-1 activators, primary screen, NIH3T3-HGL cells, MG132 stress, luminescence, single point; activation, % at 9 µM; 1.7% of 300,000 active; AID 504408, 2011; NIH3T3-HGL HSF-1 luciferase reporter, 8 h; 100% = twice DMSO control signal;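 active = mean replicate activation of at least 50% with a set share of replicates each reaching 50%; inconclusive = only one of those two conditions met; inactive = mean below 50% and too few replicates reaching it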;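 also: 0% = median of the neutral control wells and 100% = twice that signal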
PolyA inhibitor: polyadenylation inhibitors in yeast reporter cells, primary screen, luminescence, S. cerevisiae. S. cerevisiae SKY197-pL101 polyadenylation reporter, beta-gal luminescence; efflux-impaired pdr1/pdr3 knockout yeast; score 100 = 6 SD above DMSO. calls only at 12 µM. 0.02% of 300,000 active. AID 1875, 2009;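 active = lowest replicate activity score at least 50, where 100 means six control SD above control mean; inconclusive = lowest score under 50 but half or more replicates reach 50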;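 also: yeast exposed to compound for 9 h at 30 °C; higher score means more reporter readthrough which indicates perturbed polyadenylation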
Platelet DG rel: inhibitors of platelet dense granule secretion, primary screen, cell-based, MLPCN, human platelets; inhibition, %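 (compounds screened at 7.5 µM in platelet-rich plasma)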; human platelet-rich plasma, SFLLRN dense granule ATP release, luminescence; 0.22% of 300,000 active;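 active = mean replicate score, as percent of positive control, at or above 50; inconclusive = mean below 50 but at least one replicate at or above 50; inactive = mean and every replicate below 50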
HSP90 inh: HSP90 inhibitors, primary screen, cell lysate, luminescence | Heat shock protein HSP 90 (rabbit reticulocyte lysate; luciferase refolding) | Rabbit reticulocyte lysate, luciferase refolding luminescence, 3 h | inhibition, % at 5.6 µM | 0.91% of 290,000 active | AID 1789, 2009;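 active = inhibition above the screen-wide mean plus 3 SD, computed separately per campaign, cut at about 16% in these data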;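 also: 0% = DMSO wells and 100% = 60 µM geldanamycin wells; inhibitors lower the luminescence because luciferase stays unfolded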
GSK3A inh: blockers of GSK3A enzyme activity – biochemical, luminescence, cell-free homogeneous, HTS, primary screen; inhibition, % at 10 µM; GSK-3 alpha kinase, ADP-Glo luminescence, 60 min; 0.1% of 320,000 active;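 in the data active = inhibition above about 50%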;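 also: GST-tagged GSK-3 alpha with peptide substrate and 25 µM ATP; 0% = DMSO neutral wells and 100% = GW8510 positive control wells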
Target sequence (P49840 whole entry, looked up): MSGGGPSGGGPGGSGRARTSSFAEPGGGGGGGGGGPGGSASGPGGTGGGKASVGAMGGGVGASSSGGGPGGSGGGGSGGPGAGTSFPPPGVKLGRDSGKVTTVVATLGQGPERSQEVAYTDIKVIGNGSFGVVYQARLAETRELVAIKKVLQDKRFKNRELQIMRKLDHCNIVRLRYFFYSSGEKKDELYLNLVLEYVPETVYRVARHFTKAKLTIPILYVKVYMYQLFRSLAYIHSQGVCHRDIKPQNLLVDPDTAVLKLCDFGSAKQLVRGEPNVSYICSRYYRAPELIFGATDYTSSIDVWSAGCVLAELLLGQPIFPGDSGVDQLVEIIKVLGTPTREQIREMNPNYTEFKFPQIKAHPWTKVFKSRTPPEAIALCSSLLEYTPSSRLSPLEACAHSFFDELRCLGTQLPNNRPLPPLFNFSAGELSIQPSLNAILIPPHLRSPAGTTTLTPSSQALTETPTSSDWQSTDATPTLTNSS
The depositor's hits bear a star; i = inactive; ? = inconclusive; / = no result given.

cpd	SMILES	HDAC3 inh	GSK3beta inhib	Platelet DG rel	DYRK1A inh	PolyA inhibitor	HSF1 inh	AI-2 QS mod	HSF-1 act	GSK3A inh	HSP90 inh
1	O=C(O)c1cc(-c2ccco2)nc2ccccc12	0	3	2	10	i	-1	14	-5	-3	5
2	Cc1ccc(Cl)cc1N1CCN(S(=O)(=O)c2ccc3[nH]c(=O)ccc3c2)CC1	-3	1	1	0	i	-1	23	-12	-1	-1
3	O=C(CCCN1C(=O)c2cccnc2Oc2ccc(Cl)cc21)N1CCCCC1	-8	4	2	-4	i	4	15	17	-2	-2
4	Cc1cccc(N2CCN(C(=O)c3ccc4c(c3)CCN4S(C)(=O)=O)CC2)c1C	/	1	3	-3	i	3	6	-4	/	-2
5	C(=N\Nc1nc(N2CCCC2)nc(N2CCCC2)n1)/c1ccncc1	7	4	10	4	i	-3	2	3	-3	0
6	CC12CCC(C(=O)NCc3ccc4c(c3)OCO4)(C(=O)C1=O)C2(C)C (centres undefined)	-6	3	5	-2	i	-2	27	4	-1	-1
7	CCC(=O)OCCNc1cc(SCCC(=O)OC)c2nonc2c1[N+](=O)[O-]	8	0	10	-9	i	6	6	17	4	-4
8	COc1cccc(-n2c(SCC(=O)N3CCOCC3)nnc2-c2c[nH]c3ccccc23)c1	0	0	22	8	i	-2	11	-16	-1	-1
9	COc1ccccc1CN1CC(C(=O)NCc2cc(F)cc(C(F)(F)F)c2)CCC1=O (centres undefined)	-4	5	-15	-3	i	-1	7	6	1	0
10	CC(C)(C)C(=O)Nc1sc2c(c1-c1nc3ccccc3[nH]1)CCCC2	-43	0	0	13	i	-6	23	-3	-3	0
11	O=C(Cn1c(=O)oc2ccccc21)Nc1n[nH]c(=S)s1	15	5	-10	/	i	3	20	6	-1	-3
12	CCn1cc(C(=O)NC2CCc3ccccc32)c(=O)c2ccc(C)nc21 (centres undefined)	/	6	-2	/	i	-6	23	20	/	27*
13	O=C(OCC(=O)N1CCc2ccccc21)C1=COCCO1	-3	3	3	2	i	10	28	19	-3	4
14	CC(=O)N1CCN(Cc2nc3cc(NC(=O)C4CCCCC4)ccc3n2C)CC1	-2	0	6	-18	i	10	23	-8	0	0
15	Cc1ccc(-n2c(-c3ccco3)n[nH]c2=S)cc1	2	2	-2	-4	i	-5	-1	1	-1	-4
16	NC1=NC[C@H](CC2CCCCC2)N1CCc1cc(C(F)(F)F)cc(C(F)(F)F)c1	9	-8	8	15	i	-1	13	4	11	/

Screen by screen, from the results shown:
Entries 9–16 in GSK3beta inhib: 5, 0, 5, 6, 3, 0, 2, -8
Entries 9–16 in HSF1 inh: -1, -6, 3, -6, 10, 10, -5, -1

More records:
cpd	SMILES	HDAC3 inh	GSK3beta inhib	Platelet DG rel	DYRK1A inh	PolyA inhibitor	HSF1 inh	AI-2 QS mod	HSF-1 act	GSK3A inh	HSP90 inh
17	CCc1nnc(NC(=O)CCC(=O)Nc2ccccc2)s1	0	1	4	0	i	-3	39	-9	0	2
18	CCN(CC)c1ccc(NC(=O)COC(=O)C23CCC(=O)N2c2ccccc2S3)cc1 (centres undefined)	4	-3	-3	2	i	0	24	1	-2	0
19	CC1CCN(C(=O)Cn2nnc(-c3ccc([N+](=O)[O-])cc3)n2)CC1	0	1	-9	2	i	-3	46	-6	-3	-1
20	Cc1cc(=O)[nH]c2c1c(C)nn2C1CCCCC1	-2	0	-3	15	i	-8	23	-9	-2	7
21	CCCCN(C1CCS(=O)(=O)C1)S(=O)(=O)c1cc(C)ccc1C (centres undefined)	-5	3	2	7	i	-5	42	-6	2	/
22	CCC(C)(C)NC(=O)c1cc(S(=O)(=O)N2CCCCC2)ccc1N1CCOCC1	?	0	2	-6	i	5	34	14	3	-3
23	CCOC(=O)C1CCN(C(=O)c2ccccc2NS(=O)(=O)c2ccc(F)c(F)c2)CC1	-2	2	-28	-2	i	-4	26	-5	1	-3
24	Cc1cccc(CN2CCC(C(=O)Nc3ccc(Oc4cccnc4)cc3)CC2)c1	-7	-1	-3	3	i	2	10	39	0	-1
25	CCC(C(=O)OCC(=O)Nc1cc(Cl)cc(Cl)c1)c1ccccc1 (centres undefined)	-2	4	-7	3	i	-5	22	-16	1	-3
26	c1ccc(C[C@H]2CNCCN2CC2(c3ccccc3)CC2)cc1	-2	-1	0	1	i	8	28	-9	-1	/
27	NC(=O)CC(NC(=O)c1ccccc1)c1ccc(NCc2ccccn2)c([N+](=O)[O-])c1 (centres undefined)	2	2	3	3	i	-2	39	-17	-2	-3
28	CC1CN(/C=C/C(=O)C(F)(F)F)CC(C)O1 (centres undefined)	6	3	-1	-3	i	-8	27	-4	0	2
29	Cc1cccc(OCCCC(=O)Nc2nccs2)c1	2	0	-7	-2	i	38	10	67*	-1	0
30	O=C(Nc1ccc(Cl)cc1Cl)c1cccc(N2C(=O)C=CC2=O)c1	22	-2	2	-1	i	18	0	39	1	/
31	Oc1cccc(-c2nc3c4c(ncn3n2)-c2ccccc2CC42CCCC2)c1	8	0	0	-1	i	-5	-7	4	-2	-1
32	C#CC[N+](C)(C)C(C#Cc1ccccc1)CC=C (centres undefined)	7	1	-5	-5	i	0	27	7	-2	0

Structural class: those above with a Cl atom
cpd	SMILES	HDAC3 inh	GSK3beta inhib	Platelet DG rel	DYRK1A inh	PolyA inhibitor	HSF1 inh	AI-2 QS mod	HSF-1 act	GSK3A inh	HSP90 inh
2	Cc1ccc(Cl)cc1N1CCN(S(=O)(=O)c2ccc3[nH]c(=O)ccc3c2)CC1	-3	1	1	0	i	-1	23	-12	-1	-1
3	O=C(CCCN1C(=O)c2cccnc2Oc2ccc(Cl)cc21)N1CCCCC1	-8	4	2	-4	i	4	15	17	-2	-2
25	CCC(C(=O)OCC(=O)Nc1cc(Cl)cc(Cl)c1)c1ccccc1 (centres undefined)	-2	4	-7	3	i	-5	22	-16	1	-3
30	O=C(Nc1ccc(Cl)cc1Cl)c1cccc(N2C(=O)C=CC2=O)c1	22	-2	2	-1	i	18	0	39	1	/

Arranged by value in GSK3beta inhib (descending): 3 of the compounds above
cpd	SMILES	HDAC3 inh	GSK3beta inhib	Platelet DG rel	DYRK1A inh	PolyA inhibitor	HSF1 inh	AI-2 QS mod	HSF-1 act	GSK3A inh	HSP90 inh
5	C(=N\Nc1nc(N2CCCC2)nc(N2CCCC2)n1)/c1ccncc1	7	4	10	4	i	-3	2	3	-3	0
27	NC(=O)CC(NC(=O)c1ccccc1)c1ccc(NCc2ccccn2)c([N+](=O)[O-])c1 (centres undefined)	2	2	3	3	i	-2	39	-17	-2	-3
4	Cc1cccc(N2CCN(C(=O)c3ccc4c(c3)CCN4S(C)(=O)=O)CC2)c1C	/	1	3	-3	i	3	6	-4	/	-2

Following part
cpd	SMILES	HDAC3 inh	GSK3beta inhib	Platelet DG rel	DYRK1A inh	PolyA inhibitor	HSF1 inh	AI-2 QS mod	HSF-1 act	GSK3A inh	HSP90 inh
33	COc1ccc(OCC(=O)Nc2cccc(-c3nc4ccccc4[nH]3)c2)cc1	1	2	-11	8	i	-3	-8	-6	1	0
34	COc1cccc2cc(C(=O)NCc3ccccn3)c(=O)oc12	-10	0	-12	2	i	29	7	46	-1	-1
35	COc1cccc(N2CCN(C(=O)C3CCN(S(=O)(=O)c4ccc5c(c4)CC(C)N5C(C)=O)CC3)CC2)c1 (centres undefined)	-3	1	8	-2	i	2	24	15	-2	-5
36	O=C(CCN1C(=O)c2ccccc2C1=O)NNC(=O)c1ccc(Cl)cc1Cl	0	1	-12	-5	i	0	32	2	-2	0
37	COc1ccc(NC(=O)CSc2n[nH]c(N)n2)c([N+](=O)[O-])c1	0	1	11	1	i	-4	16	-1	1	1
38	O=C1CC(c2ccccc2)n2nc(N3C(=O)CCC3=O)nc2N1 (centres undefined)	2	1	4	-2	i	-1	10	-14	-1	2
39	O=C1CCCN1CCC1CCCCN1Cc1nc(COc2ccccc2)no1 (centres undefined)	-1	2	13	-7	i	-2	8	-13	-2	2
40	O=C(c1cc(S(=O)(=O)N2CCOCC2)c(Cl)cc1Cl)N1CCCCC1	0	1	1	/	i	3	0	1	-2	2
41	Cc1c(CC(=O)N2CCN(C(=O)C3COc4ccccc4O3)CC2)c(=O)oc2cc(O)c(Cl)cc12 (centres undefined)	-245	-1	6	/	i	6	35	9	1	-2
42	COc1ccc(-c2nc3n(c(=O)c2C#N)CCS3)cc1OC	5	3	0	6	i	8	19	9	-2	-2
43	N#CC1=C2SCCN2C(=O)C(C#N)C12CCCCC2 (centres undefined)	1	1	-5	8	i	0	35	3	-2	-4
44	c1ccc(Cn2c(Sc3nnnn3-c3ccccc3)nnc2-c2ccccc2)cc1	-4	1	-11	4	i	30	1	42	-2	-2
45	CC(C)CCN1CCC(n2nccc2NC(=O)C2CCOC2)CC1 (centres undefined)	6	0	-6	4	i	-4	9	2	3	1

This is a subset (hit frequency here may not be typical).
